Bioassay records deposited in PubChem BioAssay by National Center for Advancing Translational Sciences (NCATS).
CHX counter: Cycloheximide Counterscreen for Small Molecule Inhibitors of Shiga Toxin | cell reporter, cycloheximide protein synthesis inhibition counterscreen | max response, % | hit rate 12% among 300,000 | AID 2314, 2010; in the data active means max response mostly above about 13%, no sharp cut-off; inactive means mostly below about 14%; further: read at 38.3 µM for the half of the compounds with a filed dose; 0% is about no effect
AmpC no deterg: qHTS Inhibitors of AmpC Beta-Lactamase (assay without detergent). AmpC nitrocefin hydrolysis, absorbance 480 nm, 0.0001% Triton. Potency, µM (top dose mostly 57.1 µM), for inactives: top-dose activity change, negative = inhibition, most hits filed as inhibitors. P00811. hit rate 0.52% among 330,000;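 further: potency means the concentration at half of the fitted maximal effect; plate controls were no compound for no effect and no enzyme for full effect; nearly all actives have a fitted effect of over 20% in size; some results filed as inactive show a strong effect at the top dose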
Target sequence (P00811 whole entry, looked up): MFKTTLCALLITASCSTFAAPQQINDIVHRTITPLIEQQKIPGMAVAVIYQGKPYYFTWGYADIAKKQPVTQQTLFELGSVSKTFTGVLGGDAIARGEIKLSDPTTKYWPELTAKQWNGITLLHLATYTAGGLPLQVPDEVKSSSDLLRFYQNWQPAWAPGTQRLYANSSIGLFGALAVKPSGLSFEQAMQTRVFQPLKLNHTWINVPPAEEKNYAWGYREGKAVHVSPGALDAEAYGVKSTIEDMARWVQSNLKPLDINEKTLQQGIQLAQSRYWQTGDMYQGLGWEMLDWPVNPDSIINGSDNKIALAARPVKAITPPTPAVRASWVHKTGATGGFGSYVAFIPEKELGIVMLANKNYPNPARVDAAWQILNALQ
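AmpC (5.3 nM in the dispensed reagent) in 20 mM phosphate pH 7.0 with 0.01% (detergent screen) or 0.0001% Triton X-100 was preincubated with compounds for 15 min at room temperature. Nitrocefin was then added from an 800 uM solution, and hydrolysis was followed at 480 nm.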
Shiga inhibitor: A qHTS for Small Molecule Inhibitors of Shiga Toxin. inhibition, % at 38.7 µM. hit rate 9.2% among 290,000. Vero cells, Shiga toxin protein synthesis inhibition reporter; in the data active means inhibition mostly above about 28%, no sharp cut-off; inactive means mostly below about 43%; further: 0% is about no effect
LmPK inhibitor: qHTS Assay for Inhibitors of Leishmania Mexicana Pyruvate Kinase (LmPK) | Q27686 | purified LmPK, Kinase-Glo ATP luminescence, 1 h | Potency, µM (top dose mostly 57.5 µM), without a hit: at the highest dose activity change, negative = inhibition, most hits filed as inhibitors | hit rate 0.37% among 290,000; further: potency means the concentration at half of the fitted maximal effect; on the % scale 0 is the no-effect control and ±100 the full control effect
Target sequence (Q27686 whole entry, looked up): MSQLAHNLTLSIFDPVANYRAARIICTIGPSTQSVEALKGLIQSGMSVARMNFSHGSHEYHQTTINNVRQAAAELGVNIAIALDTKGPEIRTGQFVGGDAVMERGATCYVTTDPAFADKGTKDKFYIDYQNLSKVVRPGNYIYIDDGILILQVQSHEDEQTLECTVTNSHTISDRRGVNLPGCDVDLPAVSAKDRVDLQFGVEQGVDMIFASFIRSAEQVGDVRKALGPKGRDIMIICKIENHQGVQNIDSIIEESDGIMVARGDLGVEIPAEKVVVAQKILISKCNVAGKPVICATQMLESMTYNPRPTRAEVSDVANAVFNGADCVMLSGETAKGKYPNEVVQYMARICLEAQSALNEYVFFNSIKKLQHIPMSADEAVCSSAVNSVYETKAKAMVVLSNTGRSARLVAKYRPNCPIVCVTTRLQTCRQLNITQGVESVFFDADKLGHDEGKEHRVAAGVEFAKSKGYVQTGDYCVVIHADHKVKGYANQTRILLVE
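qHTS format; LmPK 0.1 nM; substrates PEP 0.5 mM and ADP 0.1 mM. One-hour room-temperature incubation, then coupled luciferase luminescence; 0.5 nM enzyme wells mark activation.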
TbPYK inhibitor: qHTS of Trypanosoma Brucei Inhibitors | pyruvate kinase (Trypanosoma brucei), Q57TT1 | TbPYK enzyme, Kinase-Glo Plus ATP luminescence, 45 min | Potency, µM (titrated, usually from 76.8 µM), inactives show at the highest dose activity, negative = inhibition, actives largely listed as inhibitors | hit rate 0.12% among 410,000 | AID 624173, 2012; further: potency means the concentration at half of the fitted maximal effect; on the % scale 0 is the no-effect control and ±100 the full control effect; nearly all actives have a fitted effect of over 50% in size
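Luminescence from Kinase-Glo Plus, added after a 45-minute room-temperature reaction, served as the end-point read-out. The enzyme and substrate were preincubated with compound before ADP (130 uM final) initiated turnover. Concentration-effect curves came from normalized qHTS data.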
Pf growth 48h: Primary qHTS for delayed death inhibitors of the malarial parasite plastid, 48 hour incubation | P. falciparum luciferase growth in erythrocytes, 48 h | Potency, µM (titrated, usually from 28.7 µM), for the others: at the highest dose activity change, negative = inhibition, hits mostly inhibitors | hit rate 5.9% among 310,000 | AID 504832, 2011; further: potency means the concentration at half of the fitted maximal effect; on the % scale 0 is the no-effect control and ±100 the full control effect
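Luciferase-expressing P. falciparum in infected erythrocytes (2% hematocrit, 0.1% parasitemia final) in RPMI 1640/0.5% Albumax were exposed to compound for 48 hours at 37 C, 5% CO2; growth read as luminescence.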
Pf growth 96h: Primary qHTS for delayed death inhibitors of the malarial parasite plastid, 96 hour incubation; P. falciparum luciferase reporter growth, 96 h; Potency, µM (titrated, usually from 28.7 µM), without a hit: at the highest dose activity change, negative = inhibition, actives largely listed as inhibitors; hit rate 6.9% among 320,000; AID 504834, 2011; further: potency means the concentration at half of the fitted maximal effect; on the % scale 0 is the no-effect control and ±100 the full control effect
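P. falciparum expressing integrated firefly luciferase grown in erythrocytes (2% hematocrit, 0.05% parasitemia final) with compounds for 96 hours at 37 C, 5% CO2. Growth inhibition read as loss of luminescence after adding luciferase detection reagent.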
Active calls of the source: *; ? = inconclusive; nt = no result given; & = joins results of further samples; [ ] = dose if it differs, or a comment. Unless noted, the call rests on the fitted dose curve; in most records, active means well fitted curve in the direction sought with a large enough effect; inconclusive means small, poorly fitted or top-dose-only effect, or another doubt; inactive means no such curve, though single readings can be large; an effect the other way counts as inactive or inconclusive. The order is random. About 22% of those tested had a hit in this group.

1. COc1ccc(C(=O)C2CCCN(C(=O)c3cccc(Cn4cccn4)c3)C2)cc1F (stereo not drawn)
2. COc1cccc(OC)c1C(=O)NNC(=O)c1cccc(COc2ccc3c(c2)CCC3)c1
3. CCN(CC(=O)Nc1ccc2c(c1)OCCO2)C(=O)CCOc1ccccc1
4. CC1CCCN(S(=O)(=O)c2ccccc2[N+](=O)[O-])C1 (stereo not drawn)
5. Cc1cccc(N2C(=O)c3cccc(Oc4ccc(Cl)cc4)c3C2=O)c1
6. CC(=O)[C@@]12O[C@@H]1C[C@H]1[C@@H]3CC[C@H]4C[C@@H](O)CC[C@]4(C)[C@H]3CC[C@@]12C

screen / no.,1,2,3,4,5,6
CHX counter,0,65*,nt,0,-2,-5
AmpC no deterg,72%[activator],-1%,-21%,-13%,-39%,3%
Shiga inhibitor,-3,184*,nt,-12,-14,33
LmPK inhibitor,-4%,5%,nt,-1%,-5%,-2%
TbPYK inhibitor,-13%,-1%,1%,-13%,-7%,9%
Pf growth 48h,?,2.3µM*,20%,-2%,0%,-26%[0.00184 µM]
Pf growth 96h,?,nt,10%,1%,-26%,-2%

An excerpt from above in order of length of the SMILES, highest first:
2. COc1cccc(OC)c1C(=O)NNC(=O)c1cccc(COc2ccc3c(c2)CCC3)c1
1. COc1ccc(C(=O)C2CCCN(C(=O)c3cccc(Cn4cccn4)c3)C2)cc1F (stereo not drawn)
4. CC1CCCN(S(=O)(=O)c2ccccc2[N+](=O)[O-])C1 (stereo not drawn)

screen / no.,2,1,4
CHX counter,65*,0,0
AmpC no deterg,-1%,72%[activator],-13%
Shiga inhibitor,184*,-3,-12
LmPK inhibitor,5%,-4%,-1%
TbPYK inhibitor,-1%,-13%,-13%
Pf growth 48h,2.3µM*,?,-2%
Pf growth 96h,nt,?,1%

Next part:
7. O=C(Nc1cccc2c1CCCC2)C1CCN(C(=O)NC2CCCCC2)CC1
8. O=C(c1ccccc1Cl)N1CCC(N2CCC(C(=O)N3CCCC3)CC2)CC1
9. CCOC(=O)c1c(C)c(C(=O)NCC2CCCO2)c(C)n1CC (stereo not drawn)
10. C=CCn1c(SCC(=O)Nc2cccnc2Cl)nnc1-c1ccc(C(C)(C)C)cc1
11. O=C1CC(c2ccco2)CC(O)=C1C=NCCN1CCN(C2CC(=O)N(c3ccccc3)C2=O)CC1 (stereo not drawn)
12. CN1CCN(S(=O)(=O)c2ccc(Br)s2)CC1

screen / no.,7,8,9,10,11,12
CHX counter,-4,24*,4,13*,0,-4
AmpC no deterg,-1%,91%[activator],2%,48%,45%,7%
Shiga inhibitor,-6,36,-7,31,5,-25
LmPK inhibitor,3%,3%,5%,4%,1%,-7%
TbPYK inhibitor,-1%,3%,12%,-12%,3%,-8%
Pf growth 48h,-21%,14%,1%,-14%,8%,12%
Pf growth 96h,nt,?,84%[activator],?,-11%,28%

13. N#C/C(=N\Nc1ccc(F)cc1)C(=N)N1CCCCC1
14. CC(Nc1nc(-c2ccc3c(c2)NC(=O)CO3)cs1)c1ccccc1 (stereo not drawn)
15. CCc1ccccc1Cn1c(=O)oc2cccnc21
16. Cc1ccc(N(CC(=O)NC2CCCCC2)C(=O)CCCC(=O)Nc2ccccn2)c(C)c1
17. COc1ccccc1/C=C1\CCC(C2CCCC2)C1=O (stereo not drawn)
18. Cc1cc(NC(=O)CSc2nc3c(c(=O)n2CCc2ccccc2)SC(C)C3)no1 (stereo not drawn)

screen / no.,13,14,15,16,17,18
CHX counter,47*,18*,1,-3,34*,-5
AmpC no deterg,4%,-42%,-14%,73%[activator],-25%,-26%
Shiga inhibitor,112*,41,-9,-6,43*,-6
LmPK inhibitor,-3%,1%,-3%,-5%,-6%,1%
TbPYK inhibitor,0%,-2%,3%,1%,-1%,-1%
Pf growth 48h,120%[activator],2%,0%,-13%,57%[activator],?
Pf growth 96h,nt,?,-5%,?,15µM*,?

19. CCOc1ccc2[nH]c3c(NCCC(C)C)ncnc3c2c1
20. COc1ccc(C(c2nnnn2C2CCCCC2)N2CCN(c3ccccc3)CC2)cc1 (stereo not drawn)
21. COc1ccc(NC(=O)CSc2nnc(CNC(=O)c3ccco3)o2)c(OC)c1
22. c1csc(-c2nc3ccccn3c2NC2CCCCC2)c1
23. Cn1c(=O)c2c(nc(SCC(=O)O)n2Cc2cc3c(cc2Cl)OCO3)n(C)c1=O
24. O=C(NCc1ccco1)C1(c2ccc(Cl)cc2)CCCC1

screen / no.,19,20,21,22,23,24
CHX counter,14*,-8,-3,-3,7,-4
AmpC no deterg,-24%,6%,-46%,-19%[11.4 µM],-2%,-21%
Shiga inhibitor,29,-18,15,-19,-21,-4
LmPK inhibitor,2%,4%,0%,-2%,-8%,13%
TbPYK inhibitor,2%,nt,-4%,3%,25µM*,-8%
Pf growth 48h,?,10µM*,nt,5%,7%,nt
Pf growth 96h,?,157%[activator],50%[activator],2%,-22%,?

25. CCOC(=O)c1c(NC(=O)c2ccc(S(=O)(=O)N(C)CC3CCCO3)cc2)sc2c1CC(C)(C)NC2(C)C (stereo not drawn)
26. Cn1c(=O)c2c(nc(Br)n2C)n(C)c1=O
27. Cc1ccc(Nc2nc(N)c([N+](=O)[O-])c(N3CCCC(C)C3)n2)cc1C (stereo not drawn)
28. C#CCOCCOCCOCCNc1nc(N2CCN(C(=O)[C@H](CCC(=O)O)n3cc(C(N)Cc4ccc(O)cc4)nn3)CC2)nc(N2CCN(C(=O)[C@H](Cc3ccc(O)cc3)n3cc(C(N)CC(C)C)nn3)CC2)n1 (stereo partly drawn)
29. O=C(Nc1ccc(Cl)c(Cl)c1)Nc1ccc(N2CCCC2)c(S(=O)(=O)Nc2ccccc2Cl)c1
30. COc1ccc(-c2nc(N)n(C(=O)c3ccccc3)n2)cc1

screen / no.,25,26,27,28,29,30
CHX counter,-4,1,-1,7,8,4
AmpC no deterg,34%,-20%,-20%,226%[activator],-57%,-6%[2.29 µM]
Shiga inhibitor,-10,11,-9,-9,18,8
LmPK inhibitor,5%,1%,5%,-1%,0%,-1%
TbPYK inhibitor,-3%,3%,-6%,nt,0%,1%
Pf growth 48h,?,-12%,?,-7%,13µM*,23%
Pf growth 96h,?,nt,?,48%[activator],3.7µM*,18%

31. S=c1[nH]nc(-c2cc(-c3ccccc3)n[nH]2)n1/N=C/c1cccs1
32. CCOc1ccc(NC(=O)CN2CCCC2c2cccs2)cc1S(=O)(=O)N1CCCC1 (stereo not drawn)
33. COc1cc(OC)cc(C(=O)Nc2nc3ccc(S(C)(=O)=O)cc3s2)c1
34. CCCc1cc(=O)oc2c(CNc3ccc(OCC)cc3)c(O)ccc12
35. CCn1c(SCC(=O)NCCOC)nc2sc3c(c2c1=O)CCCC3
36. Cc1ccc(CCNC(=O)C2CCCN(c3ncnc4c3nc3n4CCCCC3)C2)cc1 (stereo not drawn)

screen / no.,31,32,33,34,35,36
CHX counter,-2,nt,17,8,-1,4
AmpC no deterg,-48%,-3%,-25%,-48%,-3%,4%
Shiga inhibitor,-13,nt,52*,30,-5,-4
LmPK inhibitor,-16%,nt,4%,-8%,3%,-2%
TbPYK inhibitor,?,-9%,-4%,-14%,-1%,-12%
Pf growth 48h,12%,12µM*,105%[activator],?,-28%,?
Pf growth 96h,12%,15µM*,118%[activator],?,61%[activator],-27%

37. CC(Oc1ccc(Cl)cc1Cl)c1nc(-c2ccccn2)no1 (stereo not drawn)
38. CC(C)CCNC(=O)C1CC(c2ccccc2C(F)(F)F)=NO1 (stereo not drawn)
39. Cc1cccc(NC(=O)COc2ccc(/C=N\n3cnnc3)cc2)c1
40. O=C(CNC(=O)c1sc2ccccc2c1Cl)OCc1ccccc1
41. CC1CC(C)CN(CCCNC(=O)CCC(=O)N2CCOc3ccccc32)C1 (stereo not drawn)
42. Cn1c2cc(Br)sc2c2cnn(Cc3c(F)cccc3F)c(=O)c21

screen / no.,37,38,39,40,41,42
CHX counter,36*,-4,-1,11,-3,nt
AmpC no deterg,24%,41%,-13%,-30%,-10%,-10%
Shiga inhibitor,97*,24,-1,-5,-3,nt
LmPK inhibitor,1%,1%,-2%,2%,-2%,nt
TbPYK inhibitor,2%,-5%,3%,-3%,4%,nt
Pf growth 48h,13%,42%[activator],15%,7%,12%,25%
Pf growth 96h,-1%,42%[activator],?,0%,?,1%

43. CCOC(=O)Cc1csc(N/N=C/c2ccc(Cl)cc2)n1
44. COCCCNC(=O)C1CC(=O)OC1c1ccc(OC)c(OC)c1 (stereo not drawn)
45. Cc1ccccc1OCC(O)CN1CCN(c2ccc(Cl)cc2)CC1 (stereo not drawn)
46. CCOC(=O)C1=C(Nc2ccccc2)CC(C)(O)C(C(=O)OCC)C1c1ccc(Cl)cc1 (stereo not drawn)
47. CN(C)c1ccc(-c2cccc(C3CC=CC4C3C(=O)N(Cc3ccccc3)C4c3ccc4ccccc4c3)c2)cc1 (stereo not drawn)
48. Cn1nc(-c2ccc(C(=O)Nc3cccnc3)cc2)c2ccccc2c1=O

screen / no.,43,44,45,46,47,48
CHX counter,31*,1,-4,-1,4&-2,0
AmpC no deterg,24%,-16%,38%,-5%,-34%,-26%
Shiga inhibitor,53*,-10,-5,-6,21&2,-6
LmPK inhibitor,2%,4%,7%,2%,1%,1%
TbPYK inhibitor,-3%,3%,-3%,-6%&-7%,-3%,-1%
Pf growth 48h,101%[activator],nt,6%,?,9.3µM*,6.6µM*
Pf growth 96h,103%[activator],1%,0%,12µM*,?,?

49. Cc1nc(N)c(C#N)c(-c2cccnc2)c1C
50. COc1ccc(N2CCN(CCCNC(=O)c3cc4sccc4n3C)CC2)cc1
51. O=C(COC(=O)C1=Cc2ccccc2OC1)NCc1ccccc1
52. Cc1cc(SCc2ccccc2F)nc(=O)[nH]1
53. Cc1cc(C(=O)Nc2nc3c(s2)CCCC3)no1
54. CN(C)S(=O)(=O)c1ccc(C(=O)OCc2nnc(-c3ccccc3)o2)cc1

screen / no.,49,50,51,52,53,54
CHX counter,-2,-1,nt,-1,17*,10
AmpC no deterg,-10%,164%[activator],30%,-27%,-13%,30%
Shiga inhibitor,-17,-16,nt,11,22,26
LmPK inhibitor,1%,1%,nt,-4%,0%,-1%
TbPYK inhibitor,-8%,-6%,2%,0%,5%,3%
Pf growth 48h,5%,-13%,0%,15%,249%[activator],-24%
Pf growth 96h,-4%,nt,?,0%,-25%,29%
